Screening results from PubChem BioAssay.
TDP-43 yeast inh: inhibitors of TDP-43 toxicity in yeast | actives 1.8% (n = 410,000) | TDP-43 expressing yeast growth rescue, BacTiter-Glo, 24 h | Potency, µM (top dose mostly 46.1 µM), inactives show at the highest dose growth rescue (activation), hits mostly activators; also: potency is read from the fitted curve at half-maximal effect; % of control where 0% means no effect; nearly all actives have a fitted effect of over 50% in size
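Readout is BacTiter-Glo luminescence of cell growth, so inhibitors register as activators. TDP-43-expressing yeast at OD600=0.02 in galactose medium, after raffinose pregrowth to mid-log, were incubated with compound for 24 hr at 30 deg C.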
D3 ag: activates the human D3 dopamine receptor; P35462; D3R DiscoveRx beta-arrestin cells, luminescence, 90 min; max activation, %; actives 0.58% (n = 410,000); AID 652048; in the data active = max activation above about 30%; also: 0% is about no effect; mostly tested at two doses, the higher about 12 µM
Target sequence (P35462 whole entry, looked up): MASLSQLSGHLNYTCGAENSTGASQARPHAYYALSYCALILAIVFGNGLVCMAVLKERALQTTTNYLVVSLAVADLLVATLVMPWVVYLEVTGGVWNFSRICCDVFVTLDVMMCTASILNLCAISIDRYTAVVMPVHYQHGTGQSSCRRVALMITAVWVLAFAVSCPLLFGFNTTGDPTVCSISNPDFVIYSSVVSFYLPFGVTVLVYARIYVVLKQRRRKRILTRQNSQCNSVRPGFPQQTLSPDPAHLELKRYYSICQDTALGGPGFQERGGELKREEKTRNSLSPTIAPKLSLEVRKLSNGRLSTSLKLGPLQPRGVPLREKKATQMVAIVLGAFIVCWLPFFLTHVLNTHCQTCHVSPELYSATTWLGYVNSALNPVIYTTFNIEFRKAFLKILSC
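Agonist mode: compounds and dopamine controls were applied to plated cells for 90 min at 37 degrees C after an overnight attachment at 1500 cells/well. Luminescent read-out followed 30 - 60 minutes at room temperature with DiscoveRx detection reagent.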
EPAC2 agonist: activates human EPAC2 exchange factor | Q8WZA2 | EPAC2 activation, biochemical qHTS; response scale: 100% = 6.5 mM cAMP response | Potency, µM (doses to about 154 µM), for the others: at the top dose activation, usual class: activators | actives 0.079% (n = 360,000) | AID 720711; also: potency is read from the fitted curve at half-maximal effect; nearly all actives have a fitted effect of over 50% in size
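EPAC2 (100 nM) mixed with Rap1B loaded with BODIPY-GDP (250 nM) plus 50 uM unlabeled GDP; compounds pinned in, 5 min RT, then read every 5 min for 30 min (ex 480, em 540 nm). Normalized to cAMP control.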
Abeta rescue: restores growth of yeast expressing A-beta42 peptide; yeast expressing A-beta42, growth rescue, OD600, 48 h; response scale: 0% DMSO, 100% iron-clioquinol control; Potency, µM (series often up to 46.1 µM), for inactives: top-dose growth rescue, usual class: activators; actives 0.063% (n = 410,000); AID 1347071; also: potency is read from the fitted curve at half-maximal effect; nearly all actives have a fitted effect of over 55% in size
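Yeast A-beta toxicity model in growth medium with pinned compounds, 48 h at 30 C; growth read as absorbance at 600 nm. Normalized to FeCl3/clioquinol equimolar mix (positive) and DMSO (negative).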
EPAC2 antagonist: antagonists of human EPAC2; Q8WZA2; EPAC2 GEF exchange of Rap1B-BODIPY-GDP, fluorescence; Potency, µM (titrated, usually from 114 µM), for the others: at the highest dose activity, negative = inhibition, most hits filed as inhibitors; actives 0.18% (n = 360,000); AID 720708; also: potency is read from the fitted curve at half-maximal effect; % is scaled to controls: 0 for no effect and ±100 for the full control effect; nearly all actives have a fitted effect of over 45% in size; many of its hits are not listed in these tables
FUS yeast rescue: FUS proteinopathy suppression in yeast | S. cerevisiae FUS-expressing, growth rescue, OD600, 24 h | Potency, µM (top dose mostly 76.6 µM), for inactives: at the highest dose growth rescue (activation), most hits filed as activators | actives 0.24% (n = 390,000) | AID 1347120;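 also: potency is read from the fitted curve at half-maximal effect; plate controls were DMSO vehicle for no effect and reference control for full effect; nearly all actives have a fitted effect of over 55% in size; some results filed as inactive show a strong effect at the top dose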
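Restored growth of FUS-toxic S. cerevisiae, read as 600 nm absorbance after 24 h at 30C in galactose medium (starting OD 0.005). Controls CP55940 and DMSO.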
aSyn yeast inh: alpha-synuclein toxicity inhibition in yeast; Yeast expressing alpha-synuclein, growth rescue, BacTiter-Glo, 24 h; Potency, µM (top dose mostly 46.1 µM), inactives show top-dose growth rescue (activation), actives largely listed as activators; actives 0.14% (n = 370,000); also: potency is read from the fitted curve at half-maximal effect; % of control where 0% means no effect; nearly all actives have a fitted effect of over 65% in size
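Readout is rescue of growth in alpha-synuclein-expressing yeast, so inhibitors of toxicity appear as activators. Growth after 24 hr at 30 deg C in galactose medium is quantified by luminescence.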
DRD3 antagonist: antagonists of human D3 dopamine receptor | P35462 | D3R cells, DiscoveRx beta-arrestin luminescence, antagonist mode; stronger effect = lower value | max response, negative = inhibition, % | actives 2.5% (n = 360,000) | AID 652054; in the data active = max response below about -50%; inconclusive = no clear call, values can overlap the other calls; also: % is scaled to controls: 0 for no effect and ±100 for the full control effect; mostly tested at two doses, the higher about 12 µM
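Cells expressing the human receptor were seeded at 1500 cells/well, incubated overnight at 37 degrees C in 5% CO2, then exposed to library compounds with dopamine controls for 90 minutes at 37 degrees C before luminescent detection.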
* marks the source's active call; other numbers are inactive results; ? = inconclusive; . = not tested or not shown; [ ] = dose if it differs, or a comment. Unless noted, calls follow the shape of the dose curve; as a rule, active = well fitted curve in the direction sought with a large enough effect; inconclusive = small, poorly fitted or top-dose-only effect, or another doubt; inactive = no such curve, though single readings can be large; an effect the other way counts as inactive or inconclusive. Only part of the results is shown; rates above refer to the full screens.

SMILES	TDP-43 yeast inh	D3 ag	EPAC2 agonist	Abeta rescue	EPAC2 antagonist	FUS yeast rescue	aSyn yeast inh	DRD3 antagonist
CCO[C@@H]1OC(C(=O)N2CCN(C)CC2)=C[C@H](c2ccc(C(F)(F)F)cc2)[C@H]1CCCO	17%	-12	1%	9%	4%	1%	1%	-16
Cc1ccc(-c2cc(C(=O)Nc3cc(C(=O)O)ccc3C)c3ccccc3n2)cc1	-16%	-13	-5%	-18%	-2%	29%	0%	11
COCCn1c(C)cc(/C=C(\C#N)C(=O)OCC(=O)N(C)c2c(N)n(Cc3ccccc3)c(=O)[nH]c2=O)c1C	9%	-7	9%	1%	-1%	30%	-2%	3
N#Cc1cc(-c2ccccc2)[nH]c1-c1nccc2ccccc12	11µM*	0	2%	-19%	-2%	-9%	6%	0
Cc1ccc(NC(=O)C2=C(C(=O)O)CCCC2)cc1Br	20%	1	2%	-9%	2%	15%	0%	-17
CN(CC1CCN(CCc2cccc(C(F)(F)F)c2)CC1)C(=O)c1ccc(F)cc1	-6%	-24	-3%	5%	-4%	-6%	6%	-87*
Cn1c(/C(C#N)=N/O)nc2ccccc21	13%	-3	6%	12%	-3%	-1%	-1%	17
Nn1c(-c2ccccc2)nc2ccccc2c1=O	-5%	2	3%	-4%	12%	23%	7%	4
Cc1cc(C)nc(SCC(=O)c2ccc(O)c(O)c2)n1	-2%	3	18%	-9%	0%	-8%	-5%	11
O=C(C[n+]1cc(Br)cc2ccccc21)c1ccc(F)cc1	5%	0	1%	6%	?	-7%	4%	-5
Cc1cc(C(=O)NNC(=O)c2cccc(N(C)C)c2)c(C)o1	-2%	3	4%	-8%	7%	-13%	0%	-3
COc1ccccc1N1CCN(C(=O)C2CCN(S(=O)(=O)c3ccc(F)cc3)CC2)CC1	-8%	28	10%	-11%	12%	32%	-5%	-26
CCOC(=O)N1CCN(C(=O)C2CCN(S(=O)(=O)c3ccccc3)CC2)CC1	4%	1	5%	14%	1%	-6%	.	-2
CCn1cc(C(=O)N2CCN(c3cccc(C)c3C)CC2)c2cc(OC)c(OC)cc2c1=O	?	1	.	3%	.	34%	.	.
Cn1nnc2cc(C(=O)NC(C)(C)C)ccc21	-5%	-4	-1%	4%	10%	20%	2%	10
O=C(Cc1ccc(Cl)cc1)NCCc1c[nH]c2ccccc12	0%	1	2%	3%	-20%	0%	?	16
COc1ccc(Br)cc1CNC(=O)CN1C(=O)C(c2ccccc2)Oc2cccnc21 (stereo unspecified)	-14%	-13	-13%	-3%	4%	26%	-5%	-15
COc1c(F)c(F)c(C(=O)Nc2c(C)cc(Br)cc2C)c(F)c1F	-1%	-9	0%	4%	6%	-12%	-3%	37
Brc1ccccc1-n1ncc2c1ncn1nc(Cc3ccccc3)nc21	?	1	.	3%	.	6%	.	.
CCN(CC)c1ccc(C(=O)OCc2cc(=O)oc3cc(O)ccc23)cc1	2%	-2	-8%	1%	3%	26%	-5%	6
CCCC(=O)N(c1ccc2oc3c(c2c1)CCCC3)S(=O)(=O)c1ccc(CC)cc1	20%	0	.	11%	.	19%	2%	.
CC(C)Cn1c(SCC(N)=O)nnc1-c1cccc(S(=O)(=O)N2CCOCC2)c1	0%	3	9%	6%	5%	.	-3%	7
Cc1nc(NC(=O)c2ccco2)sc1-c1csc(Nc2ccc(Cl)cc2Cl)n1	0%	4	7%	8%	5%	14%	10%	63
CO/N=C/c1ccc(N2CCN(C(=O)c3cccc(Cl)c3)CC2)c([N+](=O)[O-])c1	22%	2	13%	-20%	0%	1%	14%	-5
CC(Oc1ccccc1)C(=O)N=C1SC2CS(=O)(=O)CC2N1c1ccccc1 (stereo unspecified)	-3%	5	8%	-7%	-1%	3%	1%	-4
COc1ccc(-c2noc(C3CC(=O)N(c4ccccc4)C3)n2)c(OC)c1 (stereo unspecified)	?	3	.	-22%	.	8%	.	.
O=c1c2ccccc2nc(SCc2ccc([N+](=O)[O-])cc2)n1-c1ccccc1	-10%	-15	17%	13%	-1%	31%	0%	-16
COc1ccc(S(=O)(=O)N2CCOCC2)cc1NC(=O)COc1ccc(C(C)=O)cc1OC	7%	-1	3%	-1%	7%	2%	1%	-6
COc1ccc(Cl)cc1NC(=O)CN(C)C(=O)C1CCN(C(=O)Nc2ccccc2)CC1	-3%	9	-3%	11%	-2%	.	-1%	-5
O=C(O)c1nn(CCOc2c(Cl)cccc2Cl)c(=O)c2ccccc12	-13%	-7	4%	-3%	2%	14%	-14%	-7
CC1(C(=O)NS(=O)(=O)c2ccccc2OC(F)(F)F)CCN1C(=O)c1ccccc1 (stereo unspecified)	23%	7	6%	8%	-1%	-7%	0%	51
O=C(COC(=O)c1c(F)cccc1Cl)NC1CCCC1	12%	3	0%	5%	12%	-16%	2%	9
C#CCNCCS(=O)(=O)N(Cc1ccc(Br)cc1)[C@@H](CC(C)C)C(=O)O	26%	-2	-1%	10%	16%	22%	9%	5
Cc1cc2c(cc1NC(=O)c1ccccc1C)n(C)c(=O)c(=O)n2C	21%	5	.	2%	.	-3%	.	.
Cc1c(C(=O)Nc2ccc(-n3cnnn3)cc2)oc2ccccc12	3%	-9	7%	0%	2%	9%	-3%	-8
O=C1C2CC=CCC2C(=O)N1n1cnnc1 (stereo unspecified)	19%	1	10%	22%	-1%	-31%	-5%	5

14 entries from above in a different format:
structure,TDP-43 yeast inh,D3 ag,EPAC2 agonist,Abeta rescue,EPAC2 antagonist,FUS yeast rescue,aSyn yeast inh,DRD3 antagonist
CCN(CC)c1ccc(C(=O)OCc2cc(=O)oc3cc(O)ccc23)cc1,2%,-2,-8%,1%,3%,26%,-5%,6
CCCC(=O)N(c1ccc2oc3c(c2c1)CCCC3)S(=O)(=O)c1ccc(CC)cc1,20%,0,.,11%,.,19%,2%,.
CC(C)Cn1c(SCC(N)=O)nnc1-c1cccc(S(=O)(=O)N2CCOCC2)c1,0%,3,9%,6%,5%,.,-3%,7
Cc1nc(NC(=O)c2ccco2)sc1-c1csc(Nc2ccc(Cl)cc2Cl)n1,0%,4,7%,8%,5%,14%,10%,63
CO/N=C/c1ccc(N2CCN(C(=O)c3cccc(Cl)c3)CC2)c([N+](=O)[O-])c1,22%,2,13%,-20%,0%,1%,14%,-5
CC(Oc1ccccc1)C(=O)N=C1SC2CS(=O)(=O)CC2N1c1ccccc1 (stereo unspecified),-3%,5,8%,-7%,-1%,3%,1%,-4
COc1ccc(-c2noc(C3CC(=O)N(c4ccccc4)C3)n2)c(OC)c1 (stereo unspecified),?,3,.,-22%,.,8%,.,.
O=c1c2ccccc2nc(SCc2ccc([N+](=O)[O-])cc2)n1-c1ccccc1,-10%,-15,17%,13%,-1%,31%,0%,-16
COc1ccc(S(=O)(=O)N2CCOCC2)cc1NC(=O)COc1ccc(C(C)=O)cc1OC,7%,-1,3%,-1%,7%,2%,1%,-6
COc1ccc(Cl)cc1NC(=O)CN(C)C(=O)C1CCN(C(=O)Nc2ccccc2)CC1,-3%,9,-3%,11%,-2%,.,-1%,-5
O=C(O)c1nn(CCOc2c(Cl)cccc2Cl)c(=O)c2ccccc12,-13%,-7,4%,-3%,2%,14%,-14%,-7
CC1(C(=O)NS(=O)(=O)c2ccccc2OC(F)(F)F)CCN1C(=O)c1ccccc1 (stereo unspecified),23%,7,6%,8%,-1%,-7%,0%,51
O=C(COC(=O)c1c(F)cccc1Cl)NC1CCCC1,12%,3,0%,5%,12%,-16%,2%,9
C#CCNCCS(=O)(=O)N(Cc1ccc(Br)cc1)[C@@H](CC(C)C)C(=O)O,26%,-2,-1%,10%,16%,22%,9%,5

Carrying on:
SMILES	TDP-43 yeast inh	D3 ag	EPAC2 agonist	Abeta rescue	EPAC2 antagonist	FUS yeast rescue	aSyn yeast inh	DRD3 antagonist
CCOc1ccc(NC(=O)CN(C)C(=O)c2cccnc2Sc2ccc(C)cc2C)cc1OCC	8%	12	-9%	5%	?	.	17%	-5
CCN(CC(=O)Nc1ccccc1C(F)(F)F)C(=O)C1CCC1	13%	5	12%	12%	6%	-28%	-5%	11
CCOCCCN(CC(=O)NC1CCCC1)C(=O)C(=O)Nc1ccc2c(c1)OCCO2	-32%[inhibitor]	0	4%	-8%	5%	-17%	1%	-9
Cc1ccc(NC(=S)NCC2CCN(C(C)c3ccccc3)C2)cc1 (stereo unspecified)	-28%	-5	4%	-8%	-4%	6%	-6%	-11
Cc1ccc(S(=O)(=O)N2CCN(C(=O)CCn3cncn3)CC2)cc1	13%	-3	1%	-5%	6%	-6%	5%	3
O=C(Nc1cccc(Cl)c1)c1ccc(F)c(S(=O)(=O)NCc2ccc3c(c2)OCO3)c1	-2%	-10	17%	27%	-14%	.	-3%	?
O=C(Nc1nnc(SCC(=O)N2CCCCC2)s1)c1cccs1	10%	-1	4%	1%	3%	22%	0%	23
Cc1cc(C)c(NC(=O)Cn2nnc(-c3nc(-c4ccncc4)no3)c2N)c(C)c1	13%	2	.	-10%	.	-12%	.	.
Cc1nc(NC(=O)COC(=O)c2cc3c(s2)CCC(C)C3)c(Cl)cc1Cl (stereo unspecified)	-7%	8	5%	9%	1%	-7%	3%	7
COc1ccccc1NC(=O)C/C(C)=N/NC(=O)c1ccccn1	-26%	17	2%	7%	10%	-3%	1%	4
Cc1cccc(NC(=S)N=Nc2c(O)[nH]c3ccccc23)c1	?	-4	-3%	28%	-7%	-4%	0%	3
COc1cccc(-c2ccc(NC(=O)C3CCCN(Cc4nccn4C)C3)cc2)c1 (stereo unspecified)	-32%[inhibitor]	-2	-11%	-3%	-3%	19%	4%	-19
CCN(CC)S(=O)(=O)c1cccc(NC(=O)CN(C)Cc2cccc(OC)c2)c1	-6%	-5	12%	1%	-10%	-5%	-7%	-21
